Source: PubChem (National Center for Advancing Translational Sciences (NCATS))
DT40 TDP1 no CPT – qHTS for Inhibitors of human tyrosyl-DNA phosphodiesterase 1 (TDP1): qHTS in cells in absence of CPT | 420,000 compounds, 15% hits | Potency, µM (highest dose often 46.2 µM), for the others: at the top dose activity change, negative = growth inhibition, usual class: inhibitors | DT40 Tdp1-/- hTDP1 cells, no CPT, ATP luminescence, 48 h | AID 686978, 2013; further: nearly all actives have a fitted effect of over 55% in size
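DT40 Tdp1-/-;hTDP1 cells, no CPT (DMSO vehicle only), 400 cells/well; compounds pin-transferred; ≥48 hr, 37 °C; CellTiter-Glo 30 min RT dark, luminescence read.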
KAT2A inh – qHTS Assay for Inhibitors of GCN5L2; Histone acetyltransferase KAT2A (Homo sapiens), Q92830; GCN5L2 HAT assay, ThioGlo1 CoA-SH fluorescence; Potency, µM (series often up to 58.9 µM), inactives show at the top dose activity change, negative = inhibition, actives largely listed as inhibitors; 390,000 compounds, 0.21% hits; AID 504327, 2011
Target sequence (Q92830 whole entry, looked up): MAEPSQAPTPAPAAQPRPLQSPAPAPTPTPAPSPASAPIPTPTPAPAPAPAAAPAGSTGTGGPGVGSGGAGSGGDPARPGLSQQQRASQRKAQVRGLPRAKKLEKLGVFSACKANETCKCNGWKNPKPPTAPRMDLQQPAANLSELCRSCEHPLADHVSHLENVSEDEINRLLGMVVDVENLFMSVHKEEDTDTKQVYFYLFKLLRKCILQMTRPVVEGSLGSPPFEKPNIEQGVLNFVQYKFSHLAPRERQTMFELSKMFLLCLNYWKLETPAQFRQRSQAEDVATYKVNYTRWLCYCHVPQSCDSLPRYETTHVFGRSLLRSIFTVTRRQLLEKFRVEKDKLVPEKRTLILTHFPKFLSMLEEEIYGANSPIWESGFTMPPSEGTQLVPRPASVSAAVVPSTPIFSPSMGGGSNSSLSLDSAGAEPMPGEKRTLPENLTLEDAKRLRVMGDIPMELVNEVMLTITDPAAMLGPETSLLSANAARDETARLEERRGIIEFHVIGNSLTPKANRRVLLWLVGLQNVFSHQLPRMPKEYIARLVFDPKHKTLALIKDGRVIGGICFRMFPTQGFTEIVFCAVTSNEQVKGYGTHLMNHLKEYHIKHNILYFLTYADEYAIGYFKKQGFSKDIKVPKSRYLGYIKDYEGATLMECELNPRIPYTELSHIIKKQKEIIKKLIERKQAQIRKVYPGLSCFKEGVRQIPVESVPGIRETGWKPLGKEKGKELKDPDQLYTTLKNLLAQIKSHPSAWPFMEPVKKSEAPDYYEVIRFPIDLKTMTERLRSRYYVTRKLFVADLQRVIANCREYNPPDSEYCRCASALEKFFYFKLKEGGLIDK
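Enzyme at 20nM final was mixed with library compounds for 15 min at room temperature. Peptide H3(1-25) at 75uM, acetyl-CoA at 70uM and ThioGlo1 at 50uM were then added. Plates were read immediately and after 20 min (Ex340nm/Em540nm).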
TDP1 cell CPT – qHTS for Inhibitors of human tyrosyl-DNA phosphodiesterase 1 (TDP1): qHTS in cells in presence of CPT; chicken DT40 Tdp1-/-;hTDP1 cells + 20 nM CPT, ATP luminescence, 48 h; Potency, µM (series often up to 46.2 µM), without a hit: at the highest dose activity change, negative = growth inhibition, hits mostly inhibitors; 420,000 compounds, 12% hits; further: nearly all actives have a fitted effect of over 55% in size
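Chicken DT40 Tdp1-/- cells complemented with human TDP1, 400 cells/well, exposed to compounds plus 20 nM camptothecin for at least 48 h at 37 C; viability read as ATP content by CellTiter-Glo luminescence.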
Numbers without * were called inactive; ? = inconclusive; nt = not tested or not shown. The call rests on the fitted dose curve; in most records, active means well fitted curve in the direction sought with a large enough effect; inconclusive means small, poorly fitted or top-dose-only effect, or another doubt; inactive means no such curve, though single readings can be large; an effect the other way counts as inactive or inconclusive. On the % scale 0 is the no-effect control and ±100 the full control effect; potency means the concentration at half of the fitted maximal effect.

molecule	DT40 TDP1 no CPT	KAT2A inh	TDP1 cell CPT
Cc1nc(C(=O)NC2CCOCC2)sc1C1(C)CC(c2cccc([N+](=O)[O-])c2)=NO1 (centres undefined)	?	0%	?
CCOC(=O)c1ccc(NC(=O)c2nc[nH]c2C(=O)N2CCN(c3ccccc3)CC2)cc1	?	34%	?
COc1ccc(N(CC(=O)Nc2ccc3c(c2)OCCO3)S(=O)(=O)c2cccc(C)c2)cc1	?	-12%	26µM*
CS(=O)Cc1cc(Oc2ccccc2)nc(-c2ccncc2)n1 (centres undefined)	-16%	0%	20%
CCN(C(=O)COC(=O)c1cnc(C)cn1)c1c(N)n(Cc2ccccc2)c(=O)[nH]c1=O	15%	-1%	-1%
COc1ccccc1-c1csc(C(O)c2ccccc2)n1 (centres undefined)	?	nt	23µM*
NS(=O)(=O)c1ccc(CCNC(=O)CCS(=O)(=O)c2ccc(Br)cc2)cc1	-6%	-15%	-2%
COc1ccc2[nH]c3c(=O)n(Cc4ccc(C(=O)N5CCCC5)cc4)c(=S)[nH]c3c2c1	?	-5%	?
COC(=O)c1ccc2nc(-c3ccc(C)cc3)c(Cc3cccc(F)c3)n2c1	21µM*	nt	21µM*
O=c1[nH]c(N/N=C/c2ccccc2Br)nnc1-c1ccccc1	23µM*	-4%	15µM*
O=C(Oc1ccccc1N1C(=O)C2CC=CCC2C1=O)c1ccc(Br)cc1 (centres undefined)	?	-1%	2%
O=C(NCc1nc2ccccc2[nH]1)C1=C[C@H](C2CC2)C[C@H](OCCCCO)O1	-8%	3%	-5%
CC(C)(C)c1ccc(S(=O)(=O)NC(=O)C2(C)CCN2C(=O)C2CC2)cc1 (centres undefined)	3%	nt	-6%
O=C(c1ccccc1Oc1ccc([N+](=O)[O-])cc1)N1CCOCC1	-5%	-7%	1%
O=C(c1cccc(Cl)c1)N1CCN(CCc2ccccn2)CC1	-13%	-12%	-22%
COc1ccc(-c2cc(NC=O)c3ncc(-c4cnn(C)c4)n3c2)cc1	?	nt	?
COc1ccc(C(=O)NC2CC2)cc1OC1CCN(Cc2cnn(C)c2C)CC1	2%	?	4%
CCOC(=O)c1c(N)nn(C(=O)C(C)C)c1-c1ccccc1	13µM*	-8%	?
CC(=O)Oc1ccc(-c2cccc(C(=O)OCC(=O)N(C)c3ccccc3)c2)cc1	23µM*	-5%	?
Cc1ccccc1N(CC(=O)N1CCc2ccccc2C1)S(C)(=O)=O	15%	-11%	-6%
CC(C)C(=O)N1CCN(c2ccc(NC(=O)c3ccc(Br)o3)cc2)CC1	-27%	-13%	?
Cc1ccc(N(Cc2cc3ccc(C)cc3[nH]c2=O)C(=O)c2cccs2)cc1	-15%	-13%	-22%
CCOC(=O)c1cc(C(C)=O)c(=O)[nH]c1C	7%	2%	5%
Cc1ccccc1NC(=O)CSC1=Nc2ccccc2C2=NC(Cc3ccccc3)C(=O)N12 (centres undefined)	?	28%	?
C=C1CC(Cn2cc(Br)c(=O)[nH]c2=O)(c2ccc(-c3ccccc3)cc2)OC1=O (centres undefined)	0.026µM*	nt	0.033µM*

Sorted by SMILES length (lowest first): some entries from above
molecule	DT40 TDP1 no CPT	KAT2A inh	TDP1 cell CPT
COc1ccccc1-c1csc(C(O)c2ccccc2)n1 (centres undefined)	?	nt	23µM*
CS(=O)Cc1cc(Oc2ccccc2)nc(-c2ccncc2)n1 (centres undefined)	-16%	0%	20%
O=c1[nH]c(N/N=C/c2ccccc2Br)nnc1-c1ccccc1	23µM*	-4%	15µM*
Cc1ccccc1N(CC(=O)N1CCc2ccccc2C1)S(C)(=O)=O	15%	-11%	-6%
O=C(c1ccccc1Oc1ccc([N+](=O)[O-])cc1)N1CCOCC1	-5%	-7%	1%
COc1ccc(-c2cc(NC=O)c3ncc(-c4cnn(C)c4)n3c2)cc1	?	nt	?
COc1ccc(C(=O)NC2CC2)cc1OC1CCN(Cc2cnn(C)c2C)CC1	2%	?	4%
CC(C)C(=O)N1CCN(c2ccc(NC(=O)c3ccc(Br)o3)cc2)CC1	-27%	-13%	?
Cc1ccc(N(Cc2cc3ccc(C)cc3[nH]c2=O)C(=O)c2cccs2)cc1	-15%	-13%	-22%
NS(=O)(=O)c1ccc(CCNC(=O)CCS(=O)(=O)c2ccc(Br)cc2)cc1	-6%	-15%	-2%
CC(C)(C)c1ccc(S(=O)(=O)NC(=O)C2(C)CCN2C(=O)C2CC2)cc1 (centres undefined)	3%	nt	-6%
Cc1ccccc1NC(=O)CSC1=Nc2ccccc2C2=NC(Cc3ccccc3)C(=O)N12 (centres undefined)	?	28%	?
O=C(NCc1nc2ccccc2[nH]1)C1=C[C@H](C2CC2)C[C@H](OCCCCO)O1	-8%	3%	-5%
CCOC(=O)c1ccc(NC(=O)c2nc[nH]c2C(=O)N2CCN(c3ccccc3)CC2)cc1	?	34%	?
CCN(C(=O)COC(=O)c1cnc(C)cn1)c1c(N)n(Cc2ccccc2)c(=O)[nH]c1=O	15%	-1%	-1%

Continued:
molecule	DT40 TDP1 no CPT	KAT2A inh	TDP1 cell CPT
Cc1nnsc1NC(=O)OCc1ccccc1Cl	-28%	1%	-16%
CCN(CC(=O)Nc1ccccc1C(F)(F)F)CC(=O)NC1CC1	?	-1%	-8%
COc1ccccc1N1CN(Cc2ccccc2)CNC1=S	-12%	-5%	4%
COc1ccc(NC(=O)c2ccc(=O)[nH]c2)cc1S(=O)(=O)N1CCOCC1	9%	-1%	-1%
CCCC(=O)c1cc(O)c(O)cc1O	17µM*	nt	?
CN(C1CCCC1)C1CCN(C(=O)CNC(=O)/C=C/c2cccc(C(F)(F)F)c2)CC1	-21%	-1%	-4%
Cc1ccccc1C1=NC(C(F)(F)F)(C(F)(F)F)c2c(n(-c3ccc(F)cc3)c(=O)[nH]c2=O)N1	23µM*	4%	18µM*
COc1ccc(C(=O)COC(=O)C(CC(C)C)N2C(=O)c3ccccc3C2=O)cc1 (centres undefined)	?	-11%	?
COc1ccc(OC)c(S(=O)(=O)Nc2ccccc2C(F)(F)F)c1	1%	2%	9%
COc1ccc(NS(=O)(=O)c2cccc(C(=O)NCCCN3CCCC3=O)c2)cc1	-19%	-11%	-6%
COC(=O)c1ccccc1S(=O)(=O)N1CCC(C(=O)OCC(=O)NC2CCCCC2C)CC1 (centres undefined)	2%	-8%	1%
CCCCn1c(N)c(N(CCOC)C(=O)COC(=O)c2cc(CCC)c(C)s2)c(=O)[nH]c1=O	5%	-4%	0%
COc1ccccc1C(=O)N/C(=C/c1ccc(Br)cc1)C(=O)N1CCOCC1	?	nt	-26%
C=CCNC(=O)CSc1ccc(Cl)cc1	3%	-8%	-4%
Cc1nn2c(NCCCn3ccnc3)cc(C(C)C)nc2c1-c1ccccc1	?	-14%	?
Cc1ccc(C(=O)Nc2cccc(C(=O)OCc3cc(=O)n4c5c(sc4n3)CCCC5)c2)cc1	18µM*	-16%	?
COc1ccc2c(c1)C(c1cccs1)=NNC(c1ccncc1)=N2	2%	2%	-9%
CC(C)NC(=O)N(C)C[C@@H]1Oc2ccc(NC(=O)CCN3CCOCC3)cc2CC(=O)N([C@@H](C)CO)C[C@@H]1C	7%	-3%	-5%
c1cc2c(cc1C1CCCCC1)c1c3n2CCCNC3CCC1 (centres undefined)	6.5µM*	-1%	7.3µM*
CC(NC(=O)c1ccccc1F)c1nnc(SCC(=O)Nc2nnc(C3CC3)s2)n1C (centres undefined)	8%	-5%	-16%
Cc1ccc(N2C(=O)C(Cl)=C(N3CCCCCC3)C2=O)c(C)c1	15µM*	-11%	?
CN(C(=O)CSc1nc2ccccc2[nH]1)c1ccc(F)cc1	-16%	-4%	-14%
O=C(COC(=O)C1=COCCO1)Nc1ncc(Cl)cc1Cl	-1%	-12%	-9%
CC(C)Oc1cc(NC(=O)CSCC(=O)Nc2cccc(C(F)(F)F)c2)c(Cl)cc1Cl	-22%	2%	-27%
O=C(NCCN1CCN(Cc2ccccc2)CC1)c1cc2c(=O)[nH]c3ccccc3c2s1	26µM*	0%	?

Another view of two compounds above:
> CCN(C(=O)COC(=O)c1cnc(C)cn1)c1c(N)n(Cc2ccccc2)c(=O)[nH]c1=O
  DT40 TDP1 no CPT = 15%; KAT2A inh = -1%; TDP1 cell CPT = -1%

> COc1ccccc1-c1csc(C(O)c2ccccc2)n1 (centres undefined)
  DT40 TDP1 no CPT = ?; KAT2A inh = nt; TDP1 cell CPT = 23µM*

(next part)
molecule	DT40 TDP1 no CPT	KAT2A inh	TDP1 cell CPT
CN(C)/C=C/C(=O)c1cnc(-c2ccccc2)s1	-4%	-16%	15%
CCOC(=O)C1CCN(C(=O)CN(c2cc(OC)ccc2OC)S(=O)(=O)c2ccccc2)CC1	-20%	-5%	-16%
Cc1ccc(C)c(OCC(=O)O/N=C(\N)c2cccnc2)c1	3%	-2%	-2%
COc1ccc(C2c3cc(OC)c(OC)cc3CCN2C(=O)c2ccccc2)cc1OC (centres undefined)	9.2µM*	-2%	?
CCC(=O)N(C)CCc1cc2c(c(OC)c1/C=N/NC(=O)c1ccccc1O)OCO2	2%	-7%	-6%
CN1CCN(CCCNC(=O)Cn2ncc3c4ccccc4n(C)c3c2=O)CC1	-2%	-1%	-4%
CCOC(=O)c1nnc(-c2ccc(C)cc2)nc1Sc1ccccc1Cl	16µM*	-7%	?
CCCSCCCNC(=O)C1CCCN(C(=O)c2cnn(-c3ccccc3)c2-n2cccc2)C1 (centres undefined)	?	-2%	?
O=C(/C=C/[C@H]1O[C@@H](n2cnc3c(NC(=O)c4ccccc4)ncnc32)[C@H](O)[C@@H]1O)NCc1ccc2c(c1)OCO2	-12%	nt	7%
C/C(CC(=O)Nc1cccc(C(F)(F)F)c1)=N\NC(=O)C1CCCCC1	-20%	-2%	?
O=C(NCC1COc2ccccc2O1)c1cc2ccccc2o1 (centres undefined)	-16%	-4%	?
COc1cc2c(cc1OC)C(O)=CC(=O)C2=O	-26%	nt	-14%
COc1ccc(/C=C/C(=O)C2(O)CCCCC2)cc1OC	?	-17%	?
Cc1ccc(C(C)C)c(OCCN(C)C)c1	-14%	-3%	-11%
CCCC(=O)Nc1cc(OC)c(NC(=S)Nc2cccc(C)c2)cc1OC	-24%	nt	?
COc1cccc(C(=O)NC2CCCc3c2cnn3-c2ccc(C)c(C)c2)c1OC (centres undefined)	?	-24%	?
Cc1cccc(C)c1NC(=O)C1(C)CCC(=O)N1C1CC1 (centres undefined)	8%	nt	-2%
O=C(Nc1cccc(NC(=O)c2nccc3ccccc23)c1)c1ccco1	10µM*	-8%	?
O=C(COc1ccccc1F)Nc1cc(S(=O)(=O)N2CCOCC2)ccc1N1CCOCC1	-24%	2%	-12%
O=c1cc(Cl)[nH]c(=O)n1Cc1ccccc1	-11%	-5%	14%
O=C(Nc1ccc(N2CCOCC2)cc1)c1cccc(-n2cnnc2)c1	-10%	-3%	-3%
CCCCCCCCN1C(=O)[C@H](CC(=O)NCC2CCCCC2)C[C@@]2(C(=O)OCC)CCC=C12	18µM*	nt	16µM*
CC1CC(C)(C)NC(=S)N1CCC(=O)N1CCN(Cc2ccccc2)CC1 (centres undefined)	-5%	-4%	-2%
CN(C)c1ccc(NC(=S)N(CCc2ccccc2)C2CC(=O)N(c3c(Cl)cccc3Cl)C2=O)cc1 (centres undefined)	?	-8%	?
CSCCC(NC(=O)OC(C)(C)C)C(=O)Oc1ccc2c(=O)c(-c3ccc4c(c3)OCCO4)coc2c1 (centres undefined)	-17%	-4%	-22%

Some of the compounds tested. The share of hits here may be higher or lower than overall.
